Scp-1 inhibitor: blocks human Scp-1 phosphatase activity; 340,000 compounds, 0.88% hits; inhibition, % at 20 µM; Recombinant Scp1, phosphopeptide, malachite green phosphate absorbance; Q9GZU7;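 active = inhibition above about 50% at 20 µM, limit read from the data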;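 note: plate controls were DMSO wells with enzyme for no effect and wells lacking enzyme for full effect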
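Material: truncated SCP-1 phosphatase (76-261aa) / Buffer or medium: 50 mM Tris acetate pH 5.5, 0.005% Tween-20, 10 mM MgCl2 / Compound dosing: one concentration, 20 µM, with 1.0% DMSO / Incubation: 45 min room-temperature reaction, 5 min colour, 30 min stabiliser / Detection: colorimetric free-phosphate detection, absorbance 630 nm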
Rpn11 inh: Rpn11 (human) deubiquitinase inhibition. O00487. AID 588493. calls only at 20 µM. 360,000 compounds, 0.59% hits. human 26S proteasome, Ub4-pepOG fluorescence polarization; 20S core pre-blocked with epoxomicin;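 active = inhibition at 20 µM, scaled to each plate's controls, above about 33%, limit read from the data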
SUMO1 PPI mod: modulators of human SUMO1-mediated protein-protein interactions | P63165 | SUMO1 binding to a labelled peptide, TR-FRET, 1 h | inhibition, % at 20 µM | 360,000 compounds, 0.33% hits; in the data active = inhibition above about 37%
Target sequence (P63165 whole entry, looked up): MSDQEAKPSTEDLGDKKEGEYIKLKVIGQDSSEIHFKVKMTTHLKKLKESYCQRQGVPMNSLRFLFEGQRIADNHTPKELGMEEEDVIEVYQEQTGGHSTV
STEP block: blocks human striatal-enriched tyrosine phosphatase. P54829. 360,000 compounds, 0.25% hits. AID 588621. inhibition, % at 20 µM. recombinant STEP, OMFP fluorogenic substrate, fluorescence;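 active = inhibition at 20 µM, scaled per plate between control wells, above about 37%, limit read from the data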;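 note: 0% = DMSO with enzyme and substrate and 100% = substrate only without enzyme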
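System: isolated STEP enzyme; schedule: 20 min enzyme reaction at room temperature, protected from light; medium: Bis-Tris buffer pH 6.0, 2.5 mM DTT, 0.005% Tween 20; signal: fluorescence, 480/540 nm; dosing: single compound dose of 20 µM, 1% DMSO final; also added: OMFP substrate, 25 µM final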
NadD inh: blocks S. aureus nicotinate mononucleotide adenylyltransferase; inhibition, % at 20 µM; purified NadD enzyme, colorimetric absorbance read-out; AID 602399; 360,000 compounds, 0.78% hits; in the data active = inhibition above about 26%; note: some compounds past the cut are filed as inactive
MT1-MMP act inh: blocks activation of human MT1-MMP; 360,000 compounds, 0.061% hits; GFP/RFP ratio change, % at 20 µM; P50281; HT1080 RFP-PRO-GFP cells, GFP/RFP ratio fluorescence, overnight; percent of plate control window, DMSO zero;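 active = GFP/RFP ratio change of at least 30% with cell ATP level not reduced by more than half and red fluorescence within 50% of control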; note: strong numbers were not always called active
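Assay system – RFP-PRO-GFP reporter HT1080 cells · Compound dosing – single dose of 20 µM compound, 1% DMSO final · Incubation – overnight compound exposure at 37 °C · Measure – GFP/RFP fluorescence ratio · Benchmarks – DMSO wells and RFP-L50D-GFP cells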
NRP1-CendR mod: alters CendR peptide binding to human NRP-1. O14786. FAM-RPARPAR peptide binding to NRP-1, fluorescence polarization. inhibition, % at 25 µM. 360,000 compounds, 0.85% hits;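 active = inhibition or corrected inhibition above about 18%, plus a signal ratio from 0.5 to 1.5, limit read from the data, passing the limit was not always enough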; note: strong numbers were not always called active
Target sequence (O14786 whole entry, looked up): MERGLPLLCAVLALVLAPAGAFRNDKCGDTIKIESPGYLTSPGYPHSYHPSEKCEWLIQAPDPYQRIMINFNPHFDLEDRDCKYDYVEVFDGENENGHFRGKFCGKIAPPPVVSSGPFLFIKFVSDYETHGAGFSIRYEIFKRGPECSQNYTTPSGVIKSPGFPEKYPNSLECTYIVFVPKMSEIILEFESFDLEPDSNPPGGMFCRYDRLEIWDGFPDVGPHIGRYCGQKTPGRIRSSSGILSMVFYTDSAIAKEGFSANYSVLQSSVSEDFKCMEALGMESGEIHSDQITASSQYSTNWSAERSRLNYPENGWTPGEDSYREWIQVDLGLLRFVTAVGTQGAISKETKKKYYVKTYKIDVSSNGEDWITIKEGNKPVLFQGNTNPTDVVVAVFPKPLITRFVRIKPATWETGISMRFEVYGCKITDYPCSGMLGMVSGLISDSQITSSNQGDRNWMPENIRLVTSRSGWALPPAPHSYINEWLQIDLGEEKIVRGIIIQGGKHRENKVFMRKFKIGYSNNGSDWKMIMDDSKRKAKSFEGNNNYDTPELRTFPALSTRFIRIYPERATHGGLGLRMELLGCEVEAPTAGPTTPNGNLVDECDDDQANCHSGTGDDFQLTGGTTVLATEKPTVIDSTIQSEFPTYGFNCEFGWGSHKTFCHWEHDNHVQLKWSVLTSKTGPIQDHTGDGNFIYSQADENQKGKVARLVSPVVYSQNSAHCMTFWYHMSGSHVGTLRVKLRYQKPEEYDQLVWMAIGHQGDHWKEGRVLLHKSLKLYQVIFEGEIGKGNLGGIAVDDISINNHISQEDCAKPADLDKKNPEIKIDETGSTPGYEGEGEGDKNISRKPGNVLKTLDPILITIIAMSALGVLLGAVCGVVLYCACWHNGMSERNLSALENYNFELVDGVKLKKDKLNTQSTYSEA
DNMT1 inh: DNMT1 (human) enzyme inhibition; P26358; DNMT1 molecular beacon, Hinp1I cleavage, fluorescence; inhibition (reported as % activation of signal), % at 10 µM; 360,000 compounds, 0.83% hits; AID 588458; in the data active = inhibition above about 50%
LMPTP block: blocks human LMPTP phosphatase; recombinant LMPTP-A, OMFP fluorogenic substrate, fluorescence intensity; P24666; inhibition, % at 20 µM; AID 651560; 360,000 compounds, 0.22% hits;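 active = compounds that cut the enzyme signal by at least half of the control window in the single-dose screen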;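 note: plate controls were DMSO wells with enzyme plus substrate for no effect and substrate without enzyme for full effect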
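material = LMPTP-A | quantity = 0.625 nM enzyme | reagent = OMFP substrate, 400 µM final | buffer or medium = Bis-Tris pH 6.0, DTT, detergent | detection = endpoint fluorescence intensity from OMFP dephosphorylation | dosing = single 20 µM dose | read-out basis = % inhibition relative to no-enzyme and uninhibited control wells | control set = no-enzyme and uninhibited controls | timing = 50 min at room temperature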
SKN-1 block: blocks SKN-1 activity in C. elegans; C. elegans VP596 Pgst-4::GFP/RFP ratio, acrylamide-induced, 24 h; inhibition, % at 21.8 µM; 360,000 compounds, 0.49% hits; AID 624304;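 active = interference check ratio from 0.5 to 1.5 plus GFP to RFP signal ratio inhibition reaching or exceeding a fixed threshold, cut at about 30% in these data, passing the limit was not always enough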; note: some compounds called inactive have numbers as strong as hits
* marks the source's active call; other numbers are inactive results; i = inactive; x = no result given; + = active, no number.

entry	SMILES	NadD inh	NRP1-CendR mod	DNMT1 inh	STEP block	SUMO1 PPI mod	SKN-1 block	LMPTP block	Rpn11 inh	Scp-1 inhibitor	MT1-MMP act inh
1	CCCc1ccc(C#N)c(SC2CC(=O)N(c3ccc(OC)cc3)C2=O)n1 (stereo not given)	2	-12	-5	3	-15	1	-0.1	i	-3	32*
2	CCOC(=O)c1c(C)oc2cc(Br)c(OC(=O)N3CCOCC3)cc12	-9	26*	1	5	-1	25	1.2	i	-10	3
3	COc1cc(C(=O)NCCN2C(=O)S/C(=C\c3cccs3)C2=O)cc(OC)c1OC	-8	0	-1	0	-20	18	0.3	i	-8	6
4	O=C(CSc1nnnn1C1CCCCC1)NCc1cccc(C(=O)O)c1	0	-2	6	-3	0	19	-0.3	i	-8	-8
5	COCCN(C(=O)COC(=O)C1CCC(C(C)(C)C)CC1)c1c(N)n(Cc2ccccc2)c(=O)[nH]c1=O (stereo not given)	-1	-19	7	-2	-4	9	-3.5	i	-6	-1
6	O=C(CCNC(=O)c1ccc([N+](=O)[O-])cc1)NCc1ccccc1	-1	8	0	-3	-26	4	-0.6	i	-7	2
7	CCOCCc1nnc(N)s1	7	-10	3	2	2	3	-0.7	i	-3	-3
8	CCC(C)NC(=O)C(Cc1ccccc1)NS(=O)(=O)c1cccc2nsnc12 (stereo not given)	-6	9	2	0	-22	-13	-0.3	i	-2	-4
9	CCn1c(SCc2ccccc2)nnc1C1CCCCC1	1	1	3	-3	3	8	-0.2	i	-7	-1
10	Cc1cc2[nH]c(=O)c(=O)[nH]c2cc1S(=O)(=O)N(C)C1CCCCC1	0	-15	3	-1	2	12	-0.2	i	15	4

Some of these compounds in order of SMILES length, falling:
entry	SMILES	NadD inh	NRP1-CendR mod	DNMT1 inh	STEP block	SUMO1 PPI mod	SKN-1 block	LMPTP block	Rpn11 inh	Scp-1 inhibitor	MT1-MMP act inh
5	COCCN(C(=O)COC(=O)C1CCC(C(C)(C)C)CC1)c1c(N)n(Cc2ccccc2)c(=O)[nH]c1=O (stereo not given)	-1	-19	7	-2	-4	9	-3.5	i	-6	-1
1	CCCc1ccc(C#N)c(SC2CC(=O)N(c3ccc(OC)cc3)C2=O)n1 (stereo not given)	2	-12	-5	3	-15	1	-0.1	i	-3	32*
4	O=C(CSc1nnnn1C1CCCCC1)NCc1cccc(C(=O)O)c1	0	-2	6	-3	0	19	-0.3	i	-8	-8

The results go on:
entry	SMILES	NadD inh	NRP1-CendR mod	DNMT1 inh	STEP block	SUMO1 PPI mod	SKN-1 block	LMPTP block	Rpn11 inh	Scp-1 inhibitor	MT1-MMP act inh
11	Cn1c(=O)c2cc(S(=O)(=O)NC(C(=O)Nc3cccc(F)c3)c3ccccc3)ccc2n(C)c1=O (stereo not given)	4	-9	83*	-8	4	-6	-0.5	+	-7	-2
12	O=C(Nc1ccccc1N1CCCCC1)c1cccc(Cl)c1	-3	-2	-1	0	4	15	2.8	i	-6	0
13	COc1ccccc1NC(=O)CSc1nnc(-c2ccco2)o1	-2	13	-2	-2	-3	0	-1.4	i	-5	9
14	O=C1NCCN1C(=O)N(c1ccccc1)c1ccccc1	2	8	2	0	1	-2	-0.2	i	0	-2
15	O=C(O)C(Cc1cn[nH]n1)=NO	-5	-11	1	2	-5	5	-1.0	i	57*	0
16	CCCOc1ccc(NC(=O)C2CC(=O)N(C(C)C)C2)cc1 (stereo not given)	1	5	2	1	1	-1	-3.6	i	-1	-5
17	COc1cccc(-c2cccc(NC(=O)C3CCN(Cc4nccs4)CC3)c2)c1	1	12	-2	2	-2	20	-0.8	i	-8	-3
18	O=C(CSc1nnc(-c2cccnc2)o1)Nc1ccccc1F	-5	-6	1	0	-1	5	-0.3	i	-7	-2
19	O=C(COC(=O)C1CCN(S(=O)(=O)c2ccc3c(c2)OCCO3)CC1)Nc1ccc(C(F)(F)F)cc1	-4	13	-6	-7	2	5	1.6	i	-3	4
20	CCOc1ccc(N(CC(=O)NCc2ccccc2)S(C)(=O)=O)cc1	7	11	6	4	-1	-15	-1.9	i	3	3
21	CN(C)CC1CCCCC1OC(=O)/C=C/c1ccccc1 (stereo not given)	-7	-3	1	2	-9	1	-0.9	i	-7	4
22	CC(C)(C)N(Cc1ccccc1)C(=O)COC(=O)c1ccc([N+](=O)[O-])o1	-4	-28	0	-3	-33	1	0.0	i	-11	-3
23	O=C(CN1CCN(c2ccc([N+](=O)[O-])cc2)CC1)Nc1nccs1	5	-2	-1	-2	-14	0	-1.4	i	-5	1
24	CCC(CC)CC1CN2CCc3cc(OC)c(OC)cc3C2CC1(O)CC (stereo not given)	-6	-15	1	1	-15	10	1.0	i	x	-11
25	COc1ccc(NC(=S)N/N=C/c2ccc(F)c(F)c2)cc1	-6	7	6	0	-6	4	-0.3	i	2	4
26	CC(NC(=O)c1ccc(CS(C)(=O)=O)cc1)C1CC2CCC1C2 (stereo not given)	-1	5	3	4	1	14	-1.4	i	-8	0
27	COc1ccccc1NC(=O)COc1ccc(/C=N/n2cnnc2)cc1OC	-2	-14	-1	3	2	2	-0.1	i	-3	5
28	CC(=O)N1c2ccc(S(=O)(=O)NCCC(=O)N3CCCC(C)C3)cc2CC1C (stereo not given)	-4	7	-2	1	1	-2	-0.7	i	-13	-8
29	O=C(c1ccncc1)N1CCN(S(=O)(=O)c2cccc([N+](=O)[O-])c2)CC1	2	-5	-13	1	-17	3	-1.3	i	-4	-2
30	CCN(CC)C(=O)N(CC)Cc1ccccc1	3	-4	4	-4	0	1	-1.9	i	-3	1
31	O=C(Cn1cnc2c(nnn2Cc2ccccc2)c1=O)Nc1ccc2c(c1)OCCO2	-1	-14	10	4	8	-5	2.1	i	-2	-2
32	CC(OC(=O)c1ccc(OCC2CCCO2)cc1)C(=O)N(C)Cc1ccccc1 (stereo not given)	-2	0	2	2	0	1	0.1	i	-6	-1
33	CNCCCNC(=O)c1ccc(/C=N/O)nc1	-4	0	2	-1	-3	-13	-1.3	i	16	2
34	CCN(Cc1ccncc1)Cc1ccc(Br)cc1	-5	9	-6	2	-2	15	-2.6	i	-5	-2
35	COC(=O)Nc1nc2ccc(C(=O)c3cccs3)cc2[nH]1	0	-4	-3	-1	5	-22	0.2	i	-12	16
36	Cc1ccc(NC(=O)C(C)OC(=O)c2n[nH]c3ccccc23)cc1 (stereo not given)	-5	-2	0	0	2	14	1.0	i	3	2
37	Cc1ccc([N+](=O)[O-])cc1NC1CC(O)C(CO)O1 (stereo not given)	0	8	2	-3	-12	8	-2.2	i	-4	-2
38	CCn1cc(C(=O)NCCc2ccccc2)c(=O)c2cc(F)c(N3CCN(C)CC3)cc21	-5	5	3	-15	-3	-9	-0.4	i	3	4
39	CCOc1ccc(NC(=S)N2CCC(C(=O)c3ccc(F)cc3)CC2)cc1	0	-9	-1	1	2	14	-0.3	i	-5	0
40	CCN(CC)S(=O)(=O)c1cccc(C(=O)N/N=C/c2ccccn2)c1	-8	-1	1	-1	1	-9	-0.7	i	-6	2
41	Cc1ccc(NC(=O)CCNS(=O)(=O)c2ccc3c(c2)CCC(=O)N3)cc1	-3	-6	0	-1	1	8	-2.6	i	-9	2
42	CC(C)CN1C(=O)NC2(CCCc3ccccc32)C1=O (stereo not given)	-4	0	1	2	2	-16	-0.6	i	7	3
43	N=C(N)SCc1cn(-c2ccccc2)nc1-c1ccc(Br)cc1	7	-15	11	4	-5	-7	4.8	i	0	-25
44	Cc1ccc(C(C)C)c(OCC(=O)Nc2ccc(N3CCOCC3)cc2N2CCOCC2)c1	1	-3	-4	0	-1	8	2.5	i	-8	-4
45	CCOc1cc2nc3c4ccccc4n(C)c3nc2cc1OCC	-1	2	-14	4	-5	7	3.2	i	-6	-3
46	COC(c1ccccc1)c1nnc(CCC(=O)N(C)CCCC2CCCC2)o1 (stereo not given)	-2	17	-4	-2	1	4	0.5	i	-4	-2
47	Cc1cc(C(=O)N2CCCC(N3CCN(c4ccc(F)cc4)CC3)C2)no1 (stereo not given)	2	-1	2	-1	3	-2	-0.8	i	1	-1
48	CCN1C(=O)[C@H]2[C@@H](c3ccc(OC)cc3)N3C(=O)CN(Cc4ccccc4)C(=O)[C@@]3(C)[C@H]2C1=O	-10	13	-1	-2	0	-6	-1.7	i	-14	0
49	CCN1CCN(CCNC(=O)c2cn(Cc3ccccc3F)nn2)CC1	4	-6	-4	-3	-4	13	-3.1	i	-3	-7
50	COc1ccccc1N(C)S(=O)(=O)c1ccc(C)c(C(=O)N2CCCCCC2)c1	2	0	2	0	9	9	-0.1	i	-6	-1
51	Cc1ccc2nc(-c3cccnc3)cc(C(=O)Nc3ccccc3[N+](=O)[O-])c2c1	-1	14	-2	0	-4	15	2.5	i	1	-3
52	CCNC(=S)Nc1ccc(Oc2ccccc2)cc1	1	18	-1	-1	-1	5	0.5	i	-2	1
53	Nc1nnnn1/N=C/c1cc(Br)ccc1O	0	0	1	1	7	5	-0.8	i	-7	2
54	O=C(COC(=O)CCN=C1NS(=O)(=O)c2ccccc21)NNC(=O)c1ccccc1	-3	4	3	4	2	2	-0.7	i	-2	6
55	CCCN1CCC(NC(=O)c2cccc(Oc3ccccc3)c2)CC1	-10	1	0	-2	-4	1	-3.1	i	0	6
56	O=S(=O)(Nc1ccc(O)c(CN2CCCCC2)c1)c1ccccc1	-3	-12	6	-6	-2	15	-1.6	i	-15	-3
57	Cn1cc(S(=O)(=O)N2CCCC2)cc1C(=O)NCc1ccccc1Cl	-3	6	2	-1	-1	-7	-1.6	i	-3	-4
58	O=C(Nc1ccccc1N1CCOCC1)C1=NN(c2c(F)c(F)cc(F)c2F)C(=O)CC1	-1	2	-2	-2	14	-5	0.5	i	-10	-4
59	O=C1C=CC(=O)N1c1ccc(N2CCCCC2)cc1	3	-7	-5	0	3	3	0.1	i	3	3
60	COc1ccc(-c2nn(-c3ccccc3C)cc2CNCc2cccnc2)cc1F	-10	3	-1	1	-3	-2	-0.1	i	-3	0

Continued.
entry	SMILES	NadD inh	NRP1-CendR mod	DNMT1 inh	STEP block	SUMO1 PPI mod	SKN-1 block	LMPTP block	Rpn11 inh	Scp-1 inhibitor	MT1-MMP act inh
61	CCc1ccc(NC(=O)CSc2nc3n[nH]c(C)c3c(=N)n2-c2cccc(OC)c2)cc1	8	2	-19	-4	4	32	-4.7	i	-6	2
62	O=C(CCl)N1c2ccccc2CCc2ccccc21	-3	9	10	-1	1	-9	-1.3	i	x	-3
63	CC(C)Oc1cccc(C(=O)C2CCCN(Cc3ccc4nonc4c3)C2)c1 (stereo not given)	-8	9	3	2	-13	13	-0.2	i	-2	-1
64	Cn1nc(C(F)(F)F)c(-c2ccc(F)cc2)c1NC(=O)Nc1ccc(F)cc1	-7	-5	5	-1	0	5	-1.0	i	-7	6

Assay outcomes (PubChem)

Not a hit list; any-hit rate near 3.9%.
